SR-BI HDL uptake: blocks mouse SR-BI lipid uptake from DiI-HDL | AID 488896 | ldlA[mSR-BI] CHO cells, DiI-HDL uptake fluorescence, 3 h | inhibition, % at 12.5 µM | 320,000 tested, 0.96% active | Q61009;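 active = mean replicate inhibition of at least 70% and a set share of replicates each scoring 70 or more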;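 also: 0% = median of neutral control wells and 100% = median of positive control wells; values of inactives mirror those of a sister screen read the other way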
MITF act: increases MITF-driven TRPM1 promoter luciferase signal; SK-MEL-5 TRPM1-promoter luciferase, 24 h; % of positive control, neutral wells = 0; activation, % at 12.5 µM; 300,000 tested, 0.75% active; AID 588334;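 active = mean activation of at least 80% with every replicate also reaching 80%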;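 also: 0% = neutral control wells and 100% = parthenolide positive control wells; values of inactives mirror those of a sister screen read the other way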
CDK5 p35 inh: CDK5/p35 (human) kinase inhibition. Q00535+Q15078. Recombinant CDK5/p35, ADP-Glo luminescence, 60 min. inhibition, % at 10 µM. 330,000 tested, 0.01% active. AID 488839;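 active = highest replicate inhibition of at least 50% and at least 75% of replicates reaching 50%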;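 also: plate controls were DMSO neutral control for no effect and GW8510 at 10 µM for full effect; many of its hits are not listed in these tables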
Target sequence (Q00535 whole entry, looked up): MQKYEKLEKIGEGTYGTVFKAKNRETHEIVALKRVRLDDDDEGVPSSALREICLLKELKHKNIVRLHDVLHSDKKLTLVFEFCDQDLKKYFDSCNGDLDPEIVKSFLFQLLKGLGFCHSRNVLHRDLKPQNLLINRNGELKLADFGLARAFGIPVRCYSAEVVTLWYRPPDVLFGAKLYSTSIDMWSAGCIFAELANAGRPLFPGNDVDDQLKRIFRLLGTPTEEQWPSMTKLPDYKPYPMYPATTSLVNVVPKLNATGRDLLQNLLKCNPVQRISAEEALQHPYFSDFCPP
Target sequence (Q15078 whole entry, looked up): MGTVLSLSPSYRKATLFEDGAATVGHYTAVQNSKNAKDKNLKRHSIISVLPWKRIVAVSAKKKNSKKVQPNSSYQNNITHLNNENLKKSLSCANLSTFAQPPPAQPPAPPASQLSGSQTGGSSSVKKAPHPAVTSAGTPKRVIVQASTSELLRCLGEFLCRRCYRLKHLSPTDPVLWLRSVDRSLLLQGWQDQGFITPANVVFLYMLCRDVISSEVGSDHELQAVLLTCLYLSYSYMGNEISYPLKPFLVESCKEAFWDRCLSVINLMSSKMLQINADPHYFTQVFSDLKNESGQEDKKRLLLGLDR
Wnt bcat act: activates Wnt/beta-catenin signaling in a reporter cell assay; activator, plate reader; activation, % at 9.35 µM; 300,000 tested, 1.2% active; in the data active = activation above about 30%, passing the limit was not always enough;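 also: 0% = neutral control wells and 100% = positive control wells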
Rtt109 HAT inh: inhibitors of Candida albicans Rtt109/Vps75 histone acetyltransferase. purified Rtt109/Vps75, ThioGlo CoA-SH fluorescence, 4 h. inhibition, % at 34.9 µM. 330,000 tested, 0.16% active. AID 540336;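 active = inhibition of at least 50% in every replicate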
SR-BI DiI-HDL act: enhances SR-BI lipid uptake from DiI-HDL; CHO ldlA[mSR-BI] cells, DiI-HDL uptake fluorescence, 3 h; 100 = double the neutral-control signal; activation, % at 12.5 µM; 320,000 tested, 0.096% active; AID 504775;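 active = mean replicate activation of at least 60% and every replicate at or above 60%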;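 also: 0% = median plate neutral-control signal and 100% = twice that signal; values of inactives mirror those of a sister screen read the other way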
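Material – SR-BI-overexpressing, LDLR-lacking CHO cells · Medium – BSA-supplemented, HEPES-buffered Ham's F12, pH 7.4 · Doses – single concentration · Times – compound with DiI-HDL co-incubation, 3 h at 37 °C · Measured by – bottom-read fluorescence, 550/595 nm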
cardiac RTF act: increases calcium sensitivity of human cardiac regulated thin filaments; AID 493008; IANBD-labeled TnC RTF fluorescence at EC20 calcium; 0% EC20 calcium, 100% full calcium; 340,000 tested, 0.24% active; activation, % at 7.2 µM; P19429+P45379;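 active = activation above the mean over all tested compounds plus 3 SD, cut at about 30% in these data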;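 also: rise in fluorescence read as greater calcium sensitivity of cardiac thin filaments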
PvdQ acylase: P. aeruginosa PvdQ acylase inhibition | 340,000 tested, 0.063% active | purified PvdQ acylase, fluorescence plate reader | inhibition, % at 10 µM | AID 488965; in the data active = inhibition above about 30%, passing the limit was not always enough;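 also: 0% = vehicle neutral wells and 100% = reference inhibitor wells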
HTR5A ag: HTR5A agonism, opioid heterodimer counter-screen. 340,000 tested, 0.61% active. activation, % at 9.3 µM. P47898. HTR5A agonist assay, luminescence, cell-based; in the data active = activation mostly above about 9.5%, no sharp cut-off; inactive = mostly below about 7.6%;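 also: 0% = cells with vehicle only and 100% = reference agonist; strong numbers were not always called active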
dFosB activator: enhances mouse delta FosB homodimer DNA binding; P13346; purified delta FosB, TAMRA-CDK5 oligo fluorescence polarization; percent of positive-control signal above neutral wells; activation, % at 25 µM; 340,000 tested, 0.99% active; AID 493131;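 active = mean activation above about 17%, with every replicate also reaching it, limit read from the data, passing the limit was not always enough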;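 also: fluorescence polarization rise as delta FosB binds a TAMRA Cdk5 AP-1 oligo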
Target sequence (P13346 whole entry, looked up): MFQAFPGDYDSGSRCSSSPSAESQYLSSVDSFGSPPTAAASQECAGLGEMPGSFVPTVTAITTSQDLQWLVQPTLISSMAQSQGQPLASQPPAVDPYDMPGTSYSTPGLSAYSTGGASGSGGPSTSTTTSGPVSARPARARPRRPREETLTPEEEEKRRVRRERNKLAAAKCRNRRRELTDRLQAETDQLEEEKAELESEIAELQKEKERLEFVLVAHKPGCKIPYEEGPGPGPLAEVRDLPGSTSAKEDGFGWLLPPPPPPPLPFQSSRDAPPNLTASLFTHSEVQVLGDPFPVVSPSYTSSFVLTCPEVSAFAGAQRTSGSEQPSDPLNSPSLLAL
Numbers without * were called inactive; . = no result given. Not a hit list; any-hit rate near 4.4%.

1	COc1ccc(NC(=O)CCC(=O)c2cccs2)cc1S(=O)(=O)Nc1ccc(Cl)cc1
2	CC(NC(=O)c1cc(-c2ccccc2)on1)c1ccccc1 (stereo not given)
3	Cc1ccc(S(=O)(=O)N2CCCCC2)cc1NS(=O)(=O)c1ccccc1F
4	COc1ccc(C(CCN2CCOCC2)c2c(OC)cc(OC)c3c(-c4ccccc4)cc(=O)oc23)cc1 (stereo not given)
5	CCC(CC)C(=O)NCc1ccc(Cl)cc1
6	Cc1cccc(NC(=S)NC(=O)C2CC2)c1
7	COc1ccc(N(CC(=O)Nc2ccccc2F)S(=O)(=O)c2ccc(C)c([N+](=O)[O-])c2)cc1
8	Cc1oc(=O)c(NC(=O)c2ccc(Cl)cc2)cc1C(=O)c1ccccc1

entry no.	1	2	3	4	5	6	7	8
cardiac RTF act	3	8	5	3	9	3	4	1
PvdQ acylase	4	-11	-1	7	-19	-7	7	3
Wnt bcat act	.	.	-3	0	-1	.	-11	3
HTR5A ag	0	19*	0	-4	-1	2	4	5
SR-BI HDL uptake	15	3	-17	-23	-3	4	20	30
MITF act	-2	14	-3	-13	-8	1	-12	.
Rtt109 HAT inh	2	-3	-2	0	0	1	8	4
CDK5 p35 inh	0.7	0.4	0.6	2.6	-1.4	0.6	0.8	-0.8
dFosB activator	2	-5	-8	6	-1	-9	-3	-10
SR-BI DiI-HDL act	-15	-3	17	23	3	-4	-20	-30

Sorted by length of the SMILES (rising): part of the list above.
5	CCC(CC)C(=O)NCc1ccc(Cl)cc1
6	Cc1cccc(NC(=S)NC(=O)C2CC2)c1
2	CC(NC(=O)c1cc(-c2ccccc2)on1)c1ccccc1 (stereo not given)
8	Cc1oc(=O)c(NC(=O)c2ccc(Cl)cc2)cc1C(=O)c1ccccc1
3	Cc1ccc(S(=O)(=O)N2CCCCC2)cc1NS(=O)(=O)c1ccccc1F
1	COc1ccc(NC(=O)CCC(=O)c2cccs2)cc1S(=O)(=O)Nc1ccc(Cl)cc1

entry no.	5	6	2	8	3	1
cardiac RTF act	9	3	8	1	5	3
PvdQ acylase	-19	-7	-11	3	-1	4
Wnt bcat act	-1	.	.	3	-3	.
HTR5A ag	-1	2	19*	5	0	0
SR-BI HDL uptake	-3	4	3	30	-17	15
MITF act	-8	1	14	.	-3	-2
Rtt109 HAT inh	0	1	-3	4	-2	2
CDK5 p35 inh	-1.4	0.6	0.4	-0.8	0.6	0.7
dFosB activator	-1	-9	-5	-10	-8	2
SR-BI DiI-HDL act	3	-4	-3	-30	17	-15

Additional results:
9	CN1CCN(C(=O)c2ccc3c(c2)N(Cc2ccc(Cl)cc2)C(=O)c2ccccc2S3=O)CC1 (stereo not given)
10	COc1ccc(C(=O)CSc2nnc(-c3ccco3)n2C)cc1
11	COc1ccc(/C=C/CN2CCC(Oc3ccc(C(=O)N4CCCCC4)cc3)CC2)cc1
12	COc1ccc(NC(=S)N2CCCC(c3nc4ccc(C)cc4[nH]3)C2)c(OC)c1 (stereo not given)
13	N=c1n(CCN2CCCC2)c2ccccc2n1CC(O)c1ccco1 (stereo not given)
14	CCCn1c2c(c(O)c(C(=O)Nc3ccccc3)c1=O)CCCC2
15	C=CCN=C1CC(C)(C)CC(=O)/C1=C(\O)CCCN1C(=O)c2ccccc2C1=O
16	COc1ccc(-c2cc3c(=O)n(CC(=O)N4CCN(C)CC4)ncn3n2)cc1

entry no.	9	10	11	12	13	14	15	16
cardiac RTF act	6	5	-2	0	5	-3	4	0
PvdQ acylase	-5	-3	-2	-16	-9	5	-9	2
Wnt bcat act	0	0	0	4	.	.	-3	2
HTR5A ag	4	-3	0	-1	.	0	0	8
SR-BI HDL uptake	9	0	57	-2	1	0	-1	-10
MITF act	-8	11	-10	-7	3	2	-7	28
Rtt109 HAT inh	11	6	8	-3	-2	11	0	8
CDK5 p35 inh	0.7	1.2	-1.7	-0.8	1.4	1.1	-0.3	2.1
dFosB activator	-8	-9	-8	-1	3	-6	-5	-8
SR-BI DiI-HDL act	-9	0	-57	2	-1	0	1	10

17	CCn1cc(C(c2ccccc2)C(C(C)=O)[N+](=O)[O-])c2ccccc21 (stereo not given)
18	COc1cc(-c2nc3ccccn3c2NCc2ccccc2)ccc1SC1CCCCC1
19	COC(=O)c1cc(S(=O)(=O)N2CCN(c3ccc(C(C)=O)cc3)CC2)c[nH]1
20	Cc1ccccc1C(=O)NCCc1nnc(SCC(=O)Nc2nc(-c3ccccc3)cs2)n1C
21	CCN(C(=O)CN1CCC(C)CC1)c1c(N)n(Cc2ccccc2)c(=O)[nH]c1=O
22	CN(C(=O)CN1CCCCCC1)c1c(N)n(Cc2ccccc2)c(=O)[nH]c1=O
23	CC1CCC/C(=N\NC(=S)NCc2ccccc2)C1 (stereo not given)
24	C/C(=N\NC(=O)c1cccc(Br)c1)c1cccc(NC(=O)c2ccc(C)o2)c1

entry no.	17	18	19	20	21	22	23	24
cardiac RTF act	5	-1	-5	1	0	-2	6	8
PvdQ acylase	-8	-12	2	-16	-5	-8	-6	-12
Wnt bcat act	4	.	-1	.	-3	-4	.	.
HTR5A ag	-2	2	-2	9	-4	2	2	6
SR-BI HDL uptake	3	34	3	41	-13	1	.	40
MITF act	.	-4	2	5	-4	-2	-13	.
Rtt109 HAT inh	-4	-11	3	-6	4	5	12	1
CDK5 p35 inh	-0.6	0.5	.	-5.8	1.5	0.4	-0.2	-4.9
dFosB activator	-11	2	0	-4	-7	-5	3	-15
SR-BI DiI-HDL act	-3	-34	-3	-41	13	-1	.	-40

25	COc1ccc(NS(=O)(=O)c2cccc(C(=O)NCc3ccccn3)c2)cc1
26	CCOC(=O)C1(Cc2cccc(Cl)c2)CCCN(C(=O)c2ccnn2C)C1 (stereo not given)
27	CC(=O)Nc1ccc(S(=O)(=O)N2CCC(C(=O)c3ccc(Cl)cc3)CC2)cc1
28	Cc1cc(/C=N/NC(=O)c2cc3ccccc3o2)c(C)n1C
29	Cn1cnnc1SCC(=O)c1ccco1
30	CSc1ccc(C2C(C#N)=C(N)N(c3ccccc3)C3=C2C(=O)CCC3)cc1 (stereo not given)
31	COc1cc(/C=N/N(C)S(=O)(=O)c2ccc(C)cc2)cc([N+](=O)[O-])c1O
32	Cc1ccc(-c2c(=O)n(O)c3ccccc3[n+]2[O-])cc1

entry no.	25	26	27	28	29	30	31	32
cardiac RTF act	-4	-2	0	1	4	-4	6	10
PvdQ acylase	-15	-9	12	-9	-5	-7	-6	-4
Wnt bcat act	-1	6	-5	1	8	1	-1	1
HTR5A ag	-7	-3	1	0	4	2	0	-2
SR-BI HDL uptake	-6	-9	-10	35	22	4	-17	-1
MITF act	-12	30	-16	14	3	-6	-9	2
Rtt109 HAT inh	0	1	17	1	-16	3	13	-1
CDK5 p35 inh	1.9	-1.4	0.1	3.2	-0.3	-2.5	-0.5	-1.0
dFosB activator	-7	-12	-10	-14	6	-3	-3	3
SR-BI DiI-HDL act	6	9	10	-35	-22	-4	17	1

33	CC1CCN(S(=O)(=O)c2cccc(C(=O)Oc3ccc([N+](=O)[O-])cc3)c2)CC1
34	Cc1cc(C)c(S(=O)(=O)NCC2CCC(C(=O)NCc3ccccn3)CC2)c(C)c1 (stereo not given)
35	O=C(NC1CCCCC1)c1noc2c1CCCCC2
36	CNC(=O)c1ccsc1NC(=O)CN1C(=O)CCC1=O
37	Cc1ccc(-n2c(C)cc(C(=O)CSc3n[nH]c(N)n3)c2C)cc1
38	c1ccc(-c2sc3ccccc3c2-c2ccc(OCCN3CCCCC3)cc2)cc1
39	O=C(COc1cccc(C(F)(F)F)c1)NNC(=O)c1ccc(=O)[nH]c1
40	CCN1CCN(c2ccc(S(=O)(=O)N3CCCCC3)cc2NC(=O)c2cccc(C(F)(F)F)c2)CC1

entry no.	33	34	35	36	37	38	39	40
cardiac RTF act	-1	2	3	-1	1	7	3	-14
PvdQ acylase	5	-12	-13	1	-16	-9	-17	8
Wnt bcat act	.	-1	.	-1	.	-7	0	-3
HTR5A ag	6	1	-5	2	3	-1	-2	-2
SR-BI HDL uptake	-3	-18	-5	.	26	-15	-38	-56
MITF act	15	-3	63	-1	36	12	4	-12
Rtt109 HAT inh	6	-26	-8	-1	-21	-7	-18	15
CDK5 p35 inh	0.9	1.5	0.8	0.6	0.4	-0.5	0.1	-1.0
dFosB activator	-1	0	-2	-4	1	5	-6	21*
SR-BI DiI-HDL act	3	18	5	.	-26	15	38	56

Results in sequence from the entries so far:
PvdQ acylase for entries 16–21, in order: 2, -8, -12, 2, -16, -5
Wnt bcat act for entries 16–21, in order: 2, 4, ., -1, ., -3
dFosB activator for entries 16–21, in order: -8, -11, 2, 0, -4, -7

Next records.
41	Cc1nc(CC(C)C)cc(C(=O)N2CCCC(Nc3ccc(C)c(C)c3)C2)n1 (stereo not given)
42	CCn1ncc(C2=NOC(C(=O)N3CCN(c4ccccc4)CC3)C2)c1C (stereo not given)
43	COc1ccccc1NC(=O)CNC(=O)c1ccc(F)cc1
44	CC(C)c1nnc(NC(=O)CCC(=O)NCc2ccccc2Cl)s1
45	COCc1cc(C)n(CC(=O)Nc2ccccc2OC)c(=O)c1C#N
46	CCCn1nnc(NC(=O)c2ccc(OC)cc2)n1
47	CN(C)Cc1ccc(CNC(=O)COc2ccc3ccccc3c2)cc1
48	CC(C)CC(=O)Nc1ccnn1C1CCN(C(=O)c2ccc(F)cc2Cl)CC1

entry no.	41	42	43	44	45	46	47	48
cardiac RTF act	-2	-1	4	-7	-6	-1	2	-2
PvdQ acylase	-3	-6	-10	-12	4	-16	-9	-4
Wnt bcat act	2	-1	.	2	-4	-4	-3	1
HTR5A ag	1	-4	2	4	-5	4	4	1
SR-BI HDL uptake	5	9	4	-22	-2	-20	.	3
MITF act	-5	-3	-1	5	-3	44	13	0
Rtt109 HAT inh	2	-6	10	-3	11	-19	-2	-10
CDK5 p35 inh	1.4	-0.2	0.4	.	-0.5	2.3	0.3	0.4
dFosB activator	-9	1	-1	4	-4	-4	2	-1
SR-BI DiI-HDL act	-5	-9	-4	22	2	20	.	-3

49	Cc1cc(OCC(=O)OCC(=O)NC2CCCCC2C)ccc1Cl (stereo not given)
50	COc1ccc(CCNC(=O)C2CCC(CNc3c(N4CCCC4)c(=O)c3=O)CC2)cc1OC (stereo not given)
51	Cc1cc(C)cc(N2CC(C)Cn3c2nc2c3c(=O)[nH]c(=O)n2C)c1 (stereo not given)
52	CCOc1ccc(-n2nc3ccc(N)cc3n2)cc1
53	Cc1cc(=O)n2nc(N3CCC(C(=O)NCCc4ccccc4)CC3)sc2n1
54	CC(C)Oc1ccc(-c2nc(NCC3CCCO3)c3ccccc3n2)cc1 (stereo not given)
55	Cc1ccc(C(=O)N2CCc3cc4c(cc3C2C)OCCCO4)cc1 (stereo not given)

entry no.	49	50	51	52	53	54	55
cardiac RTF act	-2	4	-2	-2	0	-5	-6
PvdQ acylase	-5	3	-17	-10	1	-14	-11
Wnt bcat act	-4	-1	-3	3	.	-10	0
HTR5A ag	-1	-3	-2	1	-1	1	-5
SR-BI HDL uptake	2	-4	.	31	41	31	7
MITF act	5	-8	-19	.	3	.	-10
Rtt109 HAT inh	-6	-3	3	0	4	-1	2
CDK5 p35 inh	-2.0	-0.7	1.7	0.5	0.0	-2.6	-0.1
dFosB activator	-4	2	-3	-5	-5	-7	-8
SR-BI DiI-HDL act	-2	4	.	-31	-41	-31	-7

Bioassay records as filed in PubChem.
